Screening results deposited in PubChem by National Center for Advancing Translational Sciences (NCATS).
PLK1 PBD inh = qHTS for Inhibitors of PLK1-PDB (polo-like kinase 1 - polo-box domain): Primary Screen. Serine/threonine-protein kinase PLK1 (Homo sapiens), P53350. Plk1 PBD binding of FITC phosphopeptide, fluorescence polarization. Potency, µM, for inactives: max response, negative = inhibition, usual class: inhibitors. actives 2.8% (n = 360,000). AID 720504, 2013; further: potency means the concentration at half of the fitted maximal effect; series mostly up to about 57 µM; on the % scale 0 is the no-effect control and ±100 the full control effect; nearly all actives have a fitted effect of over 65% in size
PI5P4K alpha inh = qHTS for Inhibitors of phosphatidylinositol 5-phosphate 4-kinase (PI5P4K) | PI5P4Kalpha enzyme, ADP-Glo luminescence, 60 min; active compounds read low | Phosphatidylinositol 5-phosphate 4-kinase type-2 alpha (Homo sapiens), P48426 | max response, % | actives 1.2% (n = 330,000); active means max response of -50% or lower; inconclusive means between -30% and -50%; inactive means -30% or higher; further: value at the top dose of about 77 µM; on the % scale 0 is the no-effect control and ±100 the full control effect
Target sequence (P48426 whole entry, looked up): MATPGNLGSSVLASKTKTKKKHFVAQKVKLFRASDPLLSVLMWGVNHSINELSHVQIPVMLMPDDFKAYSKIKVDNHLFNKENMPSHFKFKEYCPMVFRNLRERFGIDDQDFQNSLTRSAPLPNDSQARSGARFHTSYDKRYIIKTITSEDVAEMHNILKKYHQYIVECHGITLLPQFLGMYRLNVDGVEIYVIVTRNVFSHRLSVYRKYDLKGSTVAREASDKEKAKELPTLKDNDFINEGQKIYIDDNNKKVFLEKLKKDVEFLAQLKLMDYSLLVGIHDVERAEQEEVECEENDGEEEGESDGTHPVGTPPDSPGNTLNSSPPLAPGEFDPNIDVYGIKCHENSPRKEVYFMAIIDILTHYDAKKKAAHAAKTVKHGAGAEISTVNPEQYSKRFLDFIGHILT
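Compounds were pin-transferred onto PI5P4Kalpha and substrate in HEPES pH 7.4 buffer with EGTA, CHAPS and 5% DMSO. ATP (5 microM final) started the reaction, which ran 60 minutes at room temperature before ADP-Glo detection.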
D3 antag = qHTS of D3 Dopamine Receptor Antagonist: qHTS; D3R cells, DiscoveRx beta-arrestin luminescence, antagonist mode; active compounds read low; actives 2.5% (n = 360,000); D(3) dopamine receptor (Homo sapiens), P35462; max response, negative = inhibition, %; in the data active means max response below about -50%; inconclusive means no clear call, values can overlap the other calls; further: on the % scale 0 is the no-effect control and ±100 the full control effect; mostly tested at two doses, the higher about 12 µM
Target sequence (P35462 whole entry, looked up): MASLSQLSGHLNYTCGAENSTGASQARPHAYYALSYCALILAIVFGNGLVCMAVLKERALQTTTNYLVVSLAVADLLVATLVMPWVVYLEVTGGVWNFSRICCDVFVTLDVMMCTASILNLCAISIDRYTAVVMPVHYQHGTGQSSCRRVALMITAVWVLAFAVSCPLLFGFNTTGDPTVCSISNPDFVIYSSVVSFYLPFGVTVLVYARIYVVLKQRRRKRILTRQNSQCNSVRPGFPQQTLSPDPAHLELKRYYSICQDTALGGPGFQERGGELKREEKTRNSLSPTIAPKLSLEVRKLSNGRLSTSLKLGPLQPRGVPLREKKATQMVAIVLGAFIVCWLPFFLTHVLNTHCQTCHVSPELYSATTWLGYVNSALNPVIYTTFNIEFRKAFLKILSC
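Cells plated overnight at 1500 cells/well, then exposed to library compounds with dopamine controls for 90 minutes at 37 degrees C. DiscoveRx reagent added for 30–60 minutes at room temperature; luminescence read, quantitative HTS format.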
IL-2 act = qHTS of IL-2 Activators. IL-2 activation reporter assay, cell-based qHTS; stimulated with anti-CD3/CD4/CD28 beads; in transgenic mouse T cells. activation, % (series mostly up to about 46 µM). AID 652025, 2013. actives 0.065% (n = 360,000); in the data active means activation above about 50%; inconclusive means mostly about 30% to 49%; further: 0% is about no effect
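Readout is EGFP and DsRed signal by fluorescent plate cytometry after 18 h at 37 degrees C. Transgenic mouse T cells (750/well) received compound for 60 min before bead stimulation (anti-CD3, anti-CD4, anti-CD28); memory T cells served as non-tolerant control.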
WRN helicase inh = qHTS for Inhibitors of WRN Helicase | actives 0.46% (n = 360,000) | Potency, µM (doses to about 114 µM), for the others: top-dose activity change, negative = inhibition, most hits filed as inhibitors | AID 651768, 2012 | WRN helicase unwinding, fluorescent forked duplex, kinetic | Bifunctional 3'-5' exonuclease/ATP-dependent helicase WRN (Homo sapiens), Q14191; further: potency means the concentration at half of the fitted maximal effect; on the % scale 0 is the no-effect control and ±100 the full control effect; nearly all actives have a fitted effect of over 55% in size
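Enzyme (20 nM final) and test compound sit together 15 min at room temperature before substrate addition. Substrate is a single-forked duplex oligonucleotide (100 nM) labelled with fluorophore and quencher, with 2 mM ATP; helicase unwinding raises red fluorescence, read kinetically.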
GLP1R inv ag = qHTS of GLP-1 Receptor Inverse Agonists (Inhibition Mode) | actives 1.6% (n = 410,000) | Potency, µM (highest dose often 38.3 µM), inactives show at the top dose activity change, negative = inhibition, actives largely listed as inhibitors | AID 624417, 2012 | HEK293 GLP-1R CRE-luciferase, luminescence, 24 h; GLP-1R form is constitutively active | Glucagon-like peptide 1 receptor (Homo sapiens), P43220; further: potency means the concentration at half of the fitted maximal effect; on the % scale 0 is the no-effect control and ±100 the full control effect; nearly all actives have a fitted effect of over 55% in size
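Cells are plated, allowed 12 hours at 37 deg C, then treated with compounds for 24 hr before luciferase detection reagent is added and luminescence is read after 12 min at room temperature. The HEK293 line carries constitutively active GLP-1R with a cAMP-responsive reporter.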
GLP1R ag = qHTS of GLP-1 Receptor Agonists; Glucagon-like peptide 1 receptor (Homo sapiens), P43220; HEK293 GLP-1R CRE-luciferase, luminescence, 4-6 h; cells express a hypersensitive GLP-1R form; actives 0.007% (n = 380,000); Potency, µM (titrated, usually from 45.6 µM), inactives show top-dose activation, usual class: activators; further: potency means the concentration at half of the fitted maximal effect; % of control where 0% means no effect
DRD3 agonist = qHTS of D3 Dopamine Receptor Agonist: qHTS | max activation, % | D(3) dopamine receptor (Homo sapiens), P35462 | AID 652048, 2013 | D3R DiscoveRx beta-arrestin cells, luminescence, 90 min | actives 0.58% (n = 410,000); in the data active means max activation above about 30%; further: 0% is about no effect; mostly tested at two doses, the higher about 12 µM
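Cells at 1500/well, incubated overnight, then treated with pinned compounds (dopamine as control) for 90 min at 37 degrees C. DiscoveRx reagent added for 30 - 60 minutes at room temperature; luminescence read.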
GLP1R cytotox = qHTS of GLP-1 Receptor Inverse Agonists: Cytotox Screen | HEK293 cAMP-luciferase reporter cells, luminescence, 24 h | Potency, µM (series often up to 38.3 µM), inactives show top-dose activity change, negative = inhibition, usual class: inhibitors | actives 0.13% (n = 410,000);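 further: loss of luciferase light is scored as toxicity; potency means the concentration at half of the fitted maximal effect; on the % scale 0 is the no-effect control and ±100 the full control effect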
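MLSMR compounds, 24 hr on cells at 37 deg C/5% CO2; luminescence after luciferase reagent (12 min RT). Inhibition counted as the undesired cytotoxic outcome.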
Numbers without * were called inactive; ? = inconclusive; · = no result given; [ ] = remark or other dose. Unless noted, the call rests on the fitted dose curve; in most records, active means well fitted curve in the direction sought with a large enough effect; inconclusive means small, poorly fitted or top-dose-only effect, or another doubt; inactive means no such curve, though single readings can be large; an effect the other way counts as inactive or inconclusive.

Below each compound – PLK1 PBD inh	PI5P4K alpha inh	D3 antag	IL-2 act	WRN helicase inh	GLP1R inv ag	GLP1R ag	DRD3 agonist	GLP1R cytotox
> CC1CCN(C(=O)CCC(=O)Nc2ccc([N+](=O)[O-])cc2)CC1
→ -10%	-7	-22	-3.3	12%	-3%	4%	-5	3%
> C=CCC[C@@H](Cc1ccc(F)cc1)C(=O)OC[C@H](C)NC(=O)[C@@H](CC=C)CC(=O)N[C@@H](CO)Cc1ccccc1
→ -1%	2	-5	0.0	6%	-15%	0%	2	2%
> O=C(NCCN1CCN(c2ccccc2)CC1)C1CCN(S(=O)(=O)N2CCOCC2)CC1
→ -1%	1	-4	0.2	-8%	-19%	9%	63*	6%
> O=C(c1ccc(N2CCCCC2)c([N+](=O)[O-])c1)N(Cc1ccccc1)c1ccccn1
→ 2%	3	-14	-0.7	-9%	-25%	-1%	-7	-25%
> CC(C)(C)NC(=O)c1cc(F)c(F)cc1Cl
→ -1%	3	-7	-0.6	2%	-9%	-8%	-1	-23%
> CCOC(=O)C1CCCCN1Cc1ccc(F)cc1 (configuration not stated)
→ -1%	·	3	1.3	3%	-3%	-1%	0	8%
> CCOC(=O)N1CCN(CC(=O)Nc2nc3ccccc3s2)CC1
→ 10%	7	19	-0.5	0%	-6%	1%	-4	13%
> NC(=O)c1c(NC(=O)c2ccccc2C(=O)O)sc2c1CCCC2
→ -10%	-9	24	-0.8	3%	4%	5%	9	2%
> COc1cccc(Nc2nc(-c3sc(NC(=O)c4ccccc4)nc3C)cs2)c1
→ -13%	-16	7	-0.1	2%	7%	-2%	8	-11%
> CCc1nnc2c(N(C)C)nc3ccccc3n12
→ 3%	-5	-2	-3.0	2%	44%[activator]	13%	0	1%
> Cc1ccc(NC2c3ccccc3C(=O)N2c2cccnc2)cc1 (configuration not stated)
→ -4%	-3	9	-0.4	-6%	?	12%	6	-5%
> CC1CC(C)CN(c2nc(NCc3ccco3)nc(N)c2[N+](=O)[O-])C1 (configuration not stated)
→ -11%	-17	49	-2.4	-32%	0%	9%	-6	9%
> O=C(c1ccco1)N1CCN(C(=O)c2cccc3c2C(=O)N(C2CCCCC2)C3)CC1
→ -3%	2	7	-0.4	1%	-17%	-1%	5	-11%
> Cc1ccc(CN2CCNC(=O)C2CC(=O)N(C)CCc2ccccc2)cc1 (configuration not stated)
→ -11%	3	?	-3.7	-4%	15%	11%	3	-3%
> CN(C)S(=O)(=O)c1cccc(-c2nnc(SCCNCCO)n2-c2ccc(F)cc2)c1
→ -2%	-2	2	0.2	-8%	82%[activator]	-3%	-6	-3%
> CC(=O)Nc1cncc(-c2cccc(N(C)C)c2)n1
→ -2%	1	16	-0.1	7%[57.1 µM]	16%	1%	2	1%
> c1ccn2cc(-c3ccc4c(c3)OCO4)cc2c1
→ -13%	-14	-7	0.9	-6%	1%	1%	-1	3%
> CCc1ccccc1Nc1nn2c(=O)c3ccc(C(=O)NCCC4=CCCCC4)cc3nc2s1
→ ·	·	·	·	·	?	-11%	-13	-7%
> Cc1cccc(NC(=O)COc2ccc(Br)cc2C)n1
→ -8%	1	2	-0.6	-8%	0%	22%	-8	21%
> CCCNC(=O)C1(C)CCCN(Cc2c(C)nn(-c3ccccc3)c2C)C1 (configuration not stated)
→ 3%	8	19	-0.8	3%	-17%	-2%	3	1%

Two successive entries out of the list so far:
Below each compound – PLK1 PBD inh	PI5P4K alpha inh	D3 antag	IL-2 act	WRN helicase inh	GLP1R inv ag	GLP1R ag	DRD3 agonist	GLP1R cytotox
> Cc1cccc(NC(=O)COc2ccc(Br)cc2C)n1
→ -8%	1	2	-0.6	-8%	0%	22%	-8	21%
> CCCNC(=O)C1(C)CCCN(Cc2c(C)nn(-c3ccccc3)c2C)C1 (configuration not stated)
→ 3%	8	19	-0.8	3%	-17%	-2%	3	1%

More records:
Below each compound – PLK1 PBD inh	PI5P4K alpha inh	D3 antag	IL-2 act	WRN helicase inh	GLP1R inv ag	GLP1R ag	DRD3 agonist	GLP1R cytotox
> CCOC(=O)c1c(NC(=O)COC(=O)c2cccc([N+](=O)[O-])c2)sc(C(=O)N(C)C)c1C
→ -6%	3	62	-1.4	3%	0%	-2%	8	2%
> Nc1ncnc2c1ncn2[C@@H]1O[C@H](CNC(=O)[C@@H]2C[C@H](F)CN2)[C@@H](O)[C@H]1O
→ -1%	4	14	-0.7	3%	16%	-2%	10	4%
> O=C(NCc1ccco1)C(=O)NCC1OCCN1S(=O)(=O)c1ccc(Cl)cc1 (configuration not stated)
→ -3%	-3	-2	-1.2	-3%	-21%	-5%	4	-35%
> CN(CC1COc2ccccc2O1)C(=O)c1cccc(S(=O)(=O)N2CCCC2)c1 (configuration not stated)
→ -7%	4	0	-1.7	-2%	-9%	-5%	-1	6%
> O=[N+]([O-])c1ncn(Cc2ccccc2Cl)n1
→ -3%	4	8	1.9	-10%[57.1 µM]	1%	1%	5	-25%
> O=C(CCC(=O)N(CC(=O)NC1CCCC1)Cc1cccs1)Nc1nccs1
→ -23%	-1	8	1.5	6%	11%	16%	5	3%
> C[C@@H]1CN([C@@H](C)CO)C(=O)c2cc(NC(=O)C3CC3)ccc2O[C@@H]1CN(C)C(=O)NC1CCCCC1
→ -10%	-3	1	0.5	6%	7%	1%	0	-14%
> COc1cc2c(-c3ccc(O)cc3)nc3c(c(C)nn3-c3ccccc3)c2cc1OC
→ -3%	19	29	0.1	?	-12%	3%	80*	-24%
> CCc1ccccc1NC(=O)CN1CCN(C(=O)c2cc(C3CC3)nn2-c2ccccc2)CC1
→ 7%	3	14	-0.4	1%	?	-4%	7	-2%
> Nc1cccc2c1C(=O)N(CCOc1ccc(F)cc1)C2=O
→ -5%	2	2	0.1	9%	14%	18%	0	385%[activator]
> Cc1ccc(C(=O)NC(=S)NNC(=O)COc2ccccc2C)cc1
→ -11%	-4	?	-4.8	0%	4%	0%	-2	-9%
> O=C(N[C@@H]1CCC(=O)N(CC[C@H](Oc2ccccc2)c2ccccc2)CC1)OCc1ccccc1
→ -3%	5	0	-0.2	-4%	?	3%	-34	1%
> Cc1c(C)c2ccc(OCC(=O)Nc3ccccn3)cc2oc1=O
→ -17%	-3	1	-0.4	7%	9%	-4%	-3	0%
> CC/C(=C\c1oc2cc3ccccc3cc2[n+]1CC)Nc1ccccc1
→ -27%	0	-14	0.7	-10%	?	-7%	-1	4%
> CC1Cc2ccccc2N1C(=O)c1ccc2nccnc2c1 (configuration not stated)
→ 2%	-6	1	0.9	12%	14%	6%	0	-9%
> CCCCCOC(=O)c1cc(=O)[nH]c2ccccc12
→ -5%	2	20	-0.7	-22%	10%	16%	2	-2%
> Cc1ccc(N(CC(=O)N2CCN(c3ccc(Cl)cc3)CC2)S(=O)(=O)c2c(C)nn(C)c2C)cc1
→ ·	·	·	·	·	11%	1%	-3	-13%
> O=C(COc1ccc(Cl)cc1)NCc1nnc(SCC(=O)NCCc2ccccc2)o1
→ -5%	-2	-3	1.2	1%	-20%	-7%	1	-16%
> O=C(COC(=O)c1cc(S(=O)(=O)N2CCOCC2)ccc1F)NCc1ccco1
→ 0%	0	-1	1.1	4%	-14%	0%	0	-14%
> O=C(NNS(=O)(=O)c1cccc(Cl)c1)c1cc(-c2ccc(F)cc2)nc2ccccc12
→ -11%	1	-15	2.4	-15%	?	3%	-13	-9%
> CCC1(CC)NC(=O)N(CC(=O)NC(=O)NCc2ccccc2)C1=O
→ -28%	-20	0	0.0	-36%	21%	6%	-4	8%
> CC(C)n1c(SCC(=O)Nc2ccc3c(c2)OCO3)nc2c1c(=O)n(C)c(=O)n2C
→ -5%	·	17	-2.4	2%	-4%	7%	-1	-27%
> Cc1ccc2c(=O)n3c(nc2c1)C(Cc1ccccc1)NC(=O)c1cccnc1-3 (configuration not stated)
→ -1%	-1	-17	-2.3	7%	0%	-2%	-3	4%
> CC(C)(C)NC(=O)COc1ccc(-c2ccccc2)cc1
→ -1%	·	-11	-3.4	-1%	0%	-1%	2	-8%
> O=C(CCn1c(=O)oc2ccccc21)N(Cc1ccccc1)c1ccccn1
→ -6%	·	-14	-3.2	1%	0%	0%	-5	-32%
> C=C[C@]1(C)C[C@H]1[C@H](NP(=O)(c1ccccc1)c1ccccc1)c1ccccc1
→ ?	-1	0	-1.5	-2%	-5%	-2%	0	1%
> O=C(CCNC(=O)c1ccc(Cl)cc1)Nc1ccc(F)cc1F
→ -5%	2	8	-1.0	-1%	?	8%	0	?
> CCC1(CC)NC(=O)NC1=O
→ -4%	-1	17	-0.6	3%	8%	-5%	2	-12%
> O=C(Nc1ccccc1)C1=C[C@@H](c2ccccc2)C[C@@H](OCc2ccc(CO)cc2)O1
→ -2%	-5	-13	-0.4	-3%	?	16%	-23	12%
> O=C(Nc1cccc(F)c1)/C(=C\c1cccnc1)NC(=O)c1ccco1
→ 4%	6	2	-1.6	1%	26%	2%	5	-9%
